NTMT1 inh = Primary qHTS for Inhibitors of N-terminal methyltransferase 1 (NTMT1): MTaseGlo Assay; N-terminal Xaa-Pro-Lys N-methyltransferase 1 (Homo sapiens), Q9BV86; Potency, µM (doses to about 114 µM), for the others: at the top dose activity change, negative = inhibition, hits mostly inhibitors; NTMT1 MTase-Glo SAH luminescence, purified enzyme; hit rate 2.5% among 59,000;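 further: plate controls were DMSO vehicle for no effect and no enzyme for full effect; nearly all actives have a fitted effect of over 65% in size; many of its hits are not listed in these tables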
Target sequence (Q9BV86 whole entry, looked up): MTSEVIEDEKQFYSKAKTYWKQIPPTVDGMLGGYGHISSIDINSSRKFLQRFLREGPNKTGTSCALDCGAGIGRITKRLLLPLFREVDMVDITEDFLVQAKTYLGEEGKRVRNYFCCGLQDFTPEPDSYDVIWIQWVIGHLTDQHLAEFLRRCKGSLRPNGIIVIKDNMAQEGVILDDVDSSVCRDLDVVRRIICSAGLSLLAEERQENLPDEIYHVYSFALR
FH mod = Identification of activators of human fumarate hydratase by quantitative high-throughput screening | Fumarate hydratase, mitochondrial (Homo sapiens), P07954 | FH coupled MDH/diaphorase resazurin fluorescence, 15 min | Potency, µM (titrated, usually from 79.9 µM), inactives show at the highest dose activity change, negative = inhibition, hits mostly inhibitors | hit rate 0.22% among 54,000; further: the screen sought activators but most active calls are inhibition curves; nearly all actives have a fitted effect of over 45% in size
Target sequence (P07954 whole entry, looked up): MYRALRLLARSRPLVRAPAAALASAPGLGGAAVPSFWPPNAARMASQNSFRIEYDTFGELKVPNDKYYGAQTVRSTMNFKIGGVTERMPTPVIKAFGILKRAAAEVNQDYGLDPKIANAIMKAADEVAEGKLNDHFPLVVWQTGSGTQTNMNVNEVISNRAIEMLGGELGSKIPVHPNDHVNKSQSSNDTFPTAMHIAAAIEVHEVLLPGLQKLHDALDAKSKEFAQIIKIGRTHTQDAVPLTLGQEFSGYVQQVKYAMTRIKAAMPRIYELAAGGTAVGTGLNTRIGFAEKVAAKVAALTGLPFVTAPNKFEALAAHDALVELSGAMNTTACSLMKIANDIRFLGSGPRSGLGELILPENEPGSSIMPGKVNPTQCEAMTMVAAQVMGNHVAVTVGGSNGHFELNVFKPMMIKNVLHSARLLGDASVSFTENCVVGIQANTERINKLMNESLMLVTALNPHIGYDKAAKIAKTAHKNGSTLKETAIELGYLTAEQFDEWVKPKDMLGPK
* marks the source's active call; other numbers are inactive results; ? = inconclusive; & = joins results of further samples; ! = not confirmed by another sample; [ ] = dose if it differs, or a comment. The call rests on the fitted dose curve; in most records, active means well fitted curve in the direction sought with a large enough effect; inconclusive means small, poorly fitted or top-dose-only effect, or another doubt; inactive means no such curve, though single readings can be large; an effect the other way counts as inactive or inconclusive. Unless noted, on the % scale 0 is the no-effect control and ±100 the full control effect; potency means the concentration at half of the fitted maximal effect. This is a subset; count on the stated rates, not on these rows.

Values in the order: NTMT1 inh | FH mod
- CCOC(=O)[C@H](CCc1ccccc1)N[C@@H](C)C(=O)N1[C@H](C(=O)O)C[C@@H]2CCC[C@@H]21
→ 9.6% | 3.8%[53.3 µM]
- CC(O)C(=O)/C=C/C=C/C(=O)OC1C=C2COC(=O)C2(O)C2(C)CCCC(C)(C)C12 (configuration not stated)
→ -7.6%[29.8 µM] | -0.6%[53.3 µM]
- Nc1ccc([N+](=O)[O-])cc1O
→ ? | -3.2%
- CC(=CC(=O)Nc1ccccc1C(=O)O)c1ccc2ccccc2c1
→ 34.1µM* | -2.7%[53.3 µM]
- CC(=O)O[C@H]1[C@H](OC(=O)C(C)C)[C@]2(C)OC3(CC[C@]2(C)[C@H]2CCC[C@]4(CO4)[C@]12C)COC(=O)C3 (some centres not stated)
→ 2.9%[29.8 µM] | -10.3%[53.3 µM]
- COC(=O)CC1(O)C(=O)Nc2ccccc21 (configuration not stated)
→ 10.4%[57.5 µM] | 8.7%
- O=c1[nH]nc(OCCCc2ccc(Cl)cc2)c(NCc2cccnc2)c1Br
→ ? | 1.2%
- CC(C)(C)c1nc2c3cc[nH]c(=O)c3c3cc(F)ccc3c2[nH]1
→ 9.0% | 5.0%
- COc1ccc(C(=O)Nc2sc3c(c2C(N)=O)CCCC3)cc1OC
→ 17.6% | -3.2%
- CCC(=O)NC[C@H](Cc1ccc(OCCc2nc(-c3ccccc3)oc2C)cc1)NC(C)=CC(=O)c1ccc(C(F)(F)F)cc1
→ 20.7%[57.5 µM] | 6.2%[53.3 µM]
- CCN(CC)c1ccc(C(=C2C=CC(=[N+](CC)CC)C=C2)c2cc(S(=O)(=O)O)ccc2S(=O)(=O)[O-])cc1
→ 28.2µM* | -22.5%[53.3 µM]
- Cc1ccc(NS(=O)(=O)c2cc3c(cc2N[C@@H](C)CO)NC(=O)CC3)cc1C
→ -6.6% | 2.2%
- CC(=O)NC(Cc1ccccc1)C(=O)NC(C(=O)O)C(C)C (configuration not stated)
→ 8.2%[57.5 µM] | -0.3%
- Cc1nc2ccccc2n1Cc1ccc(Cl)cc1
→ 8.1%[57.5 µM] | 3.3%[53.3 µM]
- O=C(Nc1cc(C(F)(F)F)cc(C(F)(F)F)c1)c1cnc(Cl)nc1C(F)(F)F
→ ? | -13.6%
- Cc1onc(-c2ccccc2)c1C(=O)N[C@@H]1C(=O)N2[C@@H]1SC(C)(C)[C@@H]2C(=O)O
→ 3.0%&-0.2%[57.5 µM] | 8.2%&1.8%
- CN1[C@@H]2CC[C@H]1CC(OC(=O)C(CO)c1ccccc1)C2 (some centres not stated)
→ 9.1%[57.5 µM] | -1.4%
- O=C(O)Cc1cn(C2OCC(O)C(O)C2O[C@@H]2O[C@H](CO)[C@@H](O)[C@H](O)[C@H]2O)c2ccccc12 (some centres not stated)
→ 7.9%[29.8 µM] | -0.9%[53.3 µM]
- CCCCN(CCCC)CCC(O)c1cc2c(Cl)cc(Cl)cc2c2cc(C(F)(F)F)ccc12 (configuration not stated)
→ 4.6%&-13.5%[57.5 µM] | 0.0%&0.5%[53.3 µM]
- c1ccc(-c2[nH]ncc2-c2ccnc3ccccc23)nc1
→ 18.4% | ?
- COC(=O)N[C@H](C(=O)N1[C@@H]2CC[C@@H](C2)[C@H]1c1nc2ccc(-c3ccc4c(c3)C(F)(F)c3cc(-c5cnc([C@@H]6CCC7(CC7)N6C(=O)[C@@H](NC(=O)OC)C(C)C)[nH]5)ccc3-4)cc2[nH]1)C(C)C
→ 14.0%[29.8 µM] | -14.0%[53.3 µM]
- COc1c(C)cnc(Cn2cc(C#CCC(C)(C)O)c3c(Cl)nc(N)nc32)c1C
→ -7.3%[57.5 µM] | -4.7%
- COc1ccccc1N1CCN(c2ncnc3n[nH]c(Br)c23)CC1
→ -2.0%[57.5 µM] | -4.0%
- C[C@@H](C1=C(CCN(C)C)Cc2ccccc21)c1ccccn1
→ 15.5%[57.5 µM] | -3.0%[53.3 µM]
- Cc1ccc(C(=O)Nc2ccc(Oc3cc4cnn(C)c4cc3-c3cn[nH]c3)c(F)c2)c(=O)n1-c1ccc(F)cc1
→ 3.4% | -1.7%
- C[C@@H]1C(=O)O[C@H]2CC34[C@H]5C[C@@H](C(C)(C)C)C36[C@@H](OC(=O)[C@@H]6O)OC4(C(=O)O5)[C@]21O (some centres not stated)
→ 6.2%[57.5 µM] | 4.1%
- CCC(CN)=C(c1ccccc1)c1ccccc1
→ -7.6%[57.5 µM] | -5.2%[53.3 µM]
- CCCC1OC2C[C@@H]3[C@H]4CCC5=CC(=O)C=C[C@]5(C)[C@H]4C(O)C[C@]3(C)[C@]2(C(=O)CO)O1 (some centres not stated)
→ -9.7%[57.5 µM] | -3.4%[53.3 µM]
- COc1cc2c(c(OC)c1OC)-c1ccc(OC)c(=O)cc1[C@@H](NC(C)=O)CC2
→ -18.6% | -19.7%&3.2%&-3.9%[53.3 µM]
- CCC(C)(O)C(O)C(=O)OCc1ccc(O[C@@H]2O[C@H](CO)[C@@H](O)[C@H](O)[C@H]2O)cc1 (some centres not stated)
→ 4.3%[29.8 µM] | -1.8%[53.3 µM]

Grouped by structure: the entries above with a tert-butyl group.
Values in the order: NTMT1 inh | FH mod
- CC(C)(C)c1nc2c3cc[nH]c(=O)c3c3cc(F)ccc3c2[nH]1
→ 9.0% | 5.0%
- C[C@@H]1C(=O)O[C@H]2CC34[C@H]5C[C@@H](C(C)(C)C)C36[C@@H](OC(=O)[C@@H]6O)OC4(C(=O)O5)[C@]21O (some centres not stated)
→ 6.2%[57.5 µM] | 4.1%

The results go on.
compound	NTMT1 inh	FH mod
N#CC(=C(/N)Sc1ccccc1N)/C(C#N)=C(/N)Sc1ccccc1N	-16.1%	-5.8%
COc1cc2c(cc1O)C(c1ccc(O)cc1)C(C)C(C)C2 (configuration not stated)	?	-16.8%
COc1cc(C2Oc3c(OC)cc(/C=C/C(=O)OC[C@H]4O[C@@H](OC(C)(C)C(=O)O)[C@H](O)[C@@H](O)[C@@H]4O)cc3C2CO)ccc1O (some centres not stated)	-14.7%[12.6 µM]	12.2%[20.6 µM]
C#C[C@]1(O)CC[C@H]2[C@@H]3[C@H](C)CC4=C(CCC(=O)C4)[C@H]3CC[C@@]21C	25.1µM*!	-1.4%[53.3 µM]
CC(C)S(=O)(=O)N[C@H]1CCOC[C@@H]1c1ccc(-c2ccc(C#N)s2)cc1	-6.6%[57.5 µM]	2.3%
C[C@@H]1C[C@H]2[C@@H]3CCC4=CC(=O)C=C[C@]4(C)[C@@]3(F)[C@@H](O)C[C@]2(C)[C@@]1(O)C(=O)CO	10.9%	-2.0%[53.3 µM]
CCc1cccc(CC)c1NC(=O)c1nn(C)c2c1CCc1cnc(Nc3ccc(C(=O)NC4CCN(C)CC4)cc3OC(F)(F)F)nc1-2	-11.2%[29.8 µM]	6.5%[53.3 µM]
C[C@@H]1C(=O)O[C@H]2[C@H]1CC[C@@]1(C)C(=O)C=C[C@@](C)(O)[C@H]21	4.5%[57.5 µM]	3.9%
C/C=C(\C)C(=O)O[C@H]1[C@H](O)[C@]2(COC(C)=O)[C@H](O)C[C@]3(C)C(=CCC4[C@@]5(C)CC[C@H](O[C@@H]6O[C@H](C(=O)O)[C@@H](O[C@@H]7O[C@H](CO)[C@@H](O)[C@H](O)[C@H]7O)[C@H](O)[C@H]6O[C@@H]6O[C@H](CO)[C@@H](O)[C@H](O)[C@H]6O)[C@](C)(CO)C5CC[C@]43C)[C@@H]2CC1(C)C (some centres not stated)	2.3%[12.6 µM]	-5.1%[20.6 µM]
CCN(CC)CCNC(=O)c1cc(Br)c(N)cc1OC	24.5%[57.5 µM]	8.0%[53.3 µM]
C=C(C(=O)O)[C@@H]1CC[C@@]2(C)CC[C@@H](O)C(=C)C2C1 (some centres not stated)	14.7%[57.5 µM]	16.3%
CC(C(=O)O)c1ccc2c(c1)Cc1cccnc1O2 (configuration not stated)	10.4%[57.5 µM]	1.1%[53.3 µM]
CCc1nn(CCCN2CCN(c3cccc(Cl)c3)CC2)c(=O)n1CCOc1ccccc1	8.1%[57.5 µM]	-12.0%[53.3 µM]
CC1CCC2(O1)C(C)(C)CC(O[C@@H]1O[C@H](CO[C@@H]3OC[C@](O)(CO)[C@H]3O)[C@@H](O)[C@H](O)[C@H]1O)CC2(C)O (some centres not stated)	-22.5%[29.8 µM]	1.3%[53.3 µM]
C/C(=C\CCC(C)CCO)C(=O)O[C@@H]1[C@@H](O)[C@H](OC2OC=C(C(=O)O)C3CCC(C)(O)C23)O[C@H](CO)[C@H]1O (some centres not stated)	-1.1%[29.8 µM]	-4.8%[53.3 µM]
CC1(C)S[C@@H]2[C@H](NC(=O)C(C(=O)O)c3ccccc3)C(=O)N2[C@H]1C(=O)O (some centres not stated)	33.7%[activator][57.5 µM]	-7.9%[53.3 µM]
Cc1nc(NC(=O)N2CCCC2C(N)=O)sc1-c1csc(C(C)(C)C)n1 (configuration not stated)	-4.2%[57.5 µM]	0.3%
Cc1cc(-n2nc3ccc(Cl)cc3n2)c(O)c(C(C)(C)C)c1	51.6%[activator][57.5 µM]	0.0%[53.3 µM]
NCCCCCC(=O)O	5.9%	-5.6%&18.0%&0.0%[53.3 µM]
Cc1cc2c(cc1N1C(=O)c3cccc4c(CCCO)ccc(c34)C1=O)n(C)c(=O)n2C	15.3%[12.6 µM]	3.3%[20.6 µM]
COc1cc(=C2C=c3ccccc3=N2)[nH]c1=Cc1[nH]c(C)cc1C	?	-2.6%[53.3 µM]
Brc1ccccc1-c1ccccc1	43.0%[activator]	0.0%
C=C(C)[C@@H]1CC[C@]2(C(=O)O)CC[C@]3(C)C(CCC4[C@@]5(C)C[C@@H](O)[C@H](O)C(C)(C)C5CC[C@]43C)C12 (some centres not stated)	-2.6%[29.8 µM]	-1.1%[53.3 µM]
CC1(C)CC2C=C(C(=O)O)C3COC(=O)C(O)(CO)C23C1 (configuration not stated)	-11.8%[57.5 µM]	-0.9%

Arranged by molecular weight (largest number first): some entries from above
compound	NTMT1 inh	FH mod
CC1CCC2(O1)C(C)(C)CC(O[C@@H]1O[C@H](CO[C@@H]3OC[C@](O)(CO)[C@H]3O)[C@@H](O)[C@H](O)[C@H]1O)CC2(C)O (some centres not stated)	-22.5%[29.8 µM]	1.3%[53.3 µM]
C=C(C)[C@@H]1CC[C@]2(C(=O)O)CC[C@]3(C)C(CCC4[C@@]5(C)C[C@@H](O)[C@H](O)C(C)(C)C5CC[C@]43C)C12 (some centres not stated)	-2.6%[29.8 µM]	-1.1%[53.3 µM]
Cc1cc(-n2nc3ccc(Cl)cc3n2)c(O)c(C(C)(C)C)c1	51.6%[activator][57.5 µM]	0.0%[53.3 µM]

Continuation.
compound	NTMT1 inh	FH mod
COC(=O)CC(C)(O)CC(=O)OCc1ccc(O[C@@H]2O[C@H](CO)[C@@H](O)[C@H](O)[C@H]2O)cc1 (some centres not stated)	18.6%[29.8 µM]	-1.2%[53.3 µM]
CC1(O)CCC2C(C(=O)O)=COC(OC3OC(CO)C(O)C(O)C3OC(=O)/C=C/c3ccc(O)cc3)C21 (configuration not stated)	10.6%[29.8 µM]	-2.2%[53.3 µM]
C=CC(C)(O)CC/C=C(/C)C(=O)OC1C(OC2OCC(OC3OC(CO)C(O)C(O)C3O)C(OC3OCC(O)C(OC4OC(C)C(O)C(O)C4O)C3O)C2O)COC(OC(=O)C23CCC(C)(C)CC2C2=CCC4C5(C)CCC(OC6OC(CO)C(OC7OC(CO)C(O)C(OC8OCC(O)C(O)C8O)C7O)C(O)C6O)C(C)(C)C5CCC4(C)C2(C)CC3O)C1O (configuration not stated)	4.3%[6.45 µM]	6.8%[13.5 µM]
COc1cnc(NS(=O)(=O)c2ccc(N)cc2)nc1	?	17.7%&1.0%[53.3 µM]
O=c1[nH]c(=O)c2[nH]c(=O)[nH]c2[nH]1	19.0%[12.6 µM]	5.1%[13.5 µM]
CO[C@H]1C=CO[C@@]2(C)Oc3c(C)c(O)c4c(O)c(c5c(c4c3C2=O)NC2(CCN(CC(C)C)CC2)N=5)=NC(=O)C(C)=CC=C[C@H](C)[C@H](O)[C@@H](C)[C@@H](O)[C@@H](C)[C@H](OC(C)=O)[C@H]1C	-6.6%[57.5 µM]	-7.3%[53.3 µM]
C[C@@]1(F)[C@H](O)[C@@H](CO)O[C@H]1n1ccc(N)nc1=O	9.1%	5.2%
CN1c2cc(O)c(N=NC(N)=O)cc2CC1S(=O)(=O)O (configuration not stated)	-15.5%[57.5 µM]	4.1%[53.3 µM]
C[C@@H]1O[C@@H](O[C@@H]2[C@@H](O)[C@H](O[C@H]3[C@H](O[C@H]4CC[C@@]5(C)C(CC[C@]6(C)C5CC=C5[C@@H]7CC(C)(C)CC[C@]7(C(=O)O[C@@H]7O[C@H](CO)[C@@H](O)[C@H](O)[C@H]7O[C@@H]7O[C@@H](C)[C@H](O[C@@H]8O[C@@H](C)[C@H](O)[C@@H](O)[C@H]8O)[C@@H](O)[C@H]7O)CC[C@]56C)[C@@]4(C)CO)O[C@H](C(=O)O)[C@@H](O)[C@@H]3O)O[C@H](CO)[C@H]2O)[C@H](O)[C@H](O)[C@H]1O (some centres not stated)	6.4%[6.45 µM]	1.8%[13.5 µM]
C=C1C(=O)OC[C@H]2C(C(=O)O)=CC3CC(C)(C)C[C@@]132 (some centres not stated)	0.8%[57.5 µM]	1.2%
C=C[C@H](/C=C\c1ccc(O)cc1)c1ccc(O)cc1	-7.0%[57.5 µM]	-7.8%

Assay outcomes from PubChem BioAssay.
